Screens: PubChem, Johns Hopkins Ion Channel Center
TRPC6 act – mouse TRPC6 channel activators, primary screen, cell-based, HEK293, membrane potential dye. Short transient receptor potential channel 6 (Mus musculus), Q61143. HEK293-TRPC6 membrane potential dye fluorescence; active compounds read high. B-score at 10 µM. actives 0.13% (n = 310,000). AID 2550, 2010;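 active = B-score of the integrated fluorescence ratio above library mean plus 3 SD, and starting fluorescence ratio within library mean plus 5 SD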;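 also: higher score means more depolarization so channel activation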
TRPC4 agonist – activators of mouse TRPC4 channel, primary screen, Fluo4 calcium, HEK293 TRPC4beta/mu-opioid cells | Short transient receptor potential channel 4 (Mus musculus), Q9QUQ5 | Fluo4 calcium fluorescence; active compounds read high | B-score at 10 µM | actives 0.49% (n = 310,000) | AID 2237, 2010;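 active = B-score above 5 SD of library B-scores, and initial fluorescence ratio not above library mean plus 5 SD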;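 also: positive B-score marks a calcium rise read as TRPC4 activation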
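Material: HEK293 stable line with TRPC4beta plus mu-opioid receptor; technique: Fluo4 calcium-sensitive dye fluorescence, kinetic, 1 Hz baseline; timing: Fluo4 dye loading 45 min at room temperature, 110 s recording; controls: assay buffer as low control, maximal DAMGO as high control; read-out: integrated baseline-normalised fluorescence ratio, converted to per-well B score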
MrgX1 antagonist – antagonists of human MrgX1 receptor, primary screen, HEK293 cells, Fluo-4 calcium flux; BAM8-22 antagonism; active compounds read low; B-score at 10 µM; actives 1.3% (n = 310,000); AID 588676, 2011;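 active = calcium-response B-score plate-corrected more than 3 library SD below zero, starting fluorescence within 5 deviations, no agonist response on first addition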;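 also: peak minus trough fluorescence over baseline after final BAM8-22 challenge near maximal dose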
Target sequence (Q96LB2 whole entry, looked up): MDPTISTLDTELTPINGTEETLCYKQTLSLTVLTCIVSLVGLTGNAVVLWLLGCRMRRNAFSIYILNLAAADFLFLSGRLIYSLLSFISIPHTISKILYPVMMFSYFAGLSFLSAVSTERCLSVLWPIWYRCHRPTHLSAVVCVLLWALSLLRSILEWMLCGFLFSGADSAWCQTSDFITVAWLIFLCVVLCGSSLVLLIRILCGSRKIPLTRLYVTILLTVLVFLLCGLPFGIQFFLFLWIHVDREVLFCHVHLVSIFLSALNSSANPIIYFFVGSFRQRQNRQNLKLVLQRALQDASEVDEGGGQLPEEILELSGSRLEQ
TRPC4 block – inhibitors of mouse TRPC4 channel, primary screen, Fluo4 calcium, HEK293 TRPC4beta/mu-opioid cells | DAMGO-evoked Fluo4 calcium flux; active compounds read low | B-score at 10 µM | actives 0.39% (n = 300,000) | AID 2247, 2010;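 active = B-score over 3 SD under the library average, no early fluorescence shift, positive overall ratio signal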
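System: stable TRPC4beta/mu-opioid receptor HEK293 cells; Dosing: single-point compound dosing; Measured by: Fluo4 Ca2+ flux fluorescence; Read-out basis: per-well B score of integrated baseline-normalized Fluo4 ratio.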
RGS4 inh – RGS4 inhibitors, primary screen, cell-based, HEK293 M3R inducible RGS4, calcium flux; Regulator of G-protein signaling 4 (Homo sapiens), P49798; Fluo-4 calcium flux; active compounds read high; triggered by carbachol at its EC20; actives 0.45% (n = 310,000); B-score at 10 µM;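 active = B-score, a plate-corrected calcium signal, over three deviations above library mean, with baseline fluorescence within five deviations of library mean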;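 also: RGS4 expression induced by doxycycline in cells with stable M3 receptor; B-score is computed from the integrated fluorescence ratio over baseline after carbachol; higher B-score means a larger calcium signal and so more RGS4 inhibition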
Target sequence (P49798 whole entry, looked up): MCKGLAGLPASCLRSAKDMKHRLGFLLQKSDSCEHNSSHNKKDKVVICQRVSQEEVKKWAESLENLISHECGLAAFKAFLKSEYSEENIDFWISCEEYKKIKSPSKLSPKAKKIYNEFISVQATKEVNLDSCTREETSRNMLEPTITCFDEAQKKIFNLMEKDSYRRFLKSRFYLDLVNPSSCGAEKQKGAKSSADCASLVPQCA
TMEM16A inh – TMEM16A chloride channel inhibitors, primary screen, cell-based, HTS | HEK293 TMEM16A/YFP iodide influx fluorescence, ionomycin | normalized B-score (activity score, 25-100; higher = stronger inhibition) at 10 µM | actives 1.2% (n = 310,000) | AID 588511, 2011;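 active = ratio plate-corrected score three or more library SD toward inhibition, starting fluorescence score within five deviations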;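 also: score derived from kinetic fluorescence span divided by baseline fluorescence per well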
MrgX1 ag – agonists of human MrgX1 receptor, primary screen, HEK293 cells, Fluo-4 calcium flux | Mas-related G-protein coupled receptor member X1 (Homo sapiens), Q96LB2 | Fluo-4 calcium fluorescence, agonist mode; active compounds read high | B-score at 10 µM | actives 0.44% (n = 310,000) | AID 588627, 2011;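 active = calcium response B-score plate-corrected fluorescence ratio at least 3 library SD, with starting fluorescence B-score inside 5 SD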
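Test system: HEK293 cells stably expressing human MrgX1 receptor; amount: 15,000 cells per well; doses: compound delivered in addition one of three; times: overnight plating before 1 h dye loading; detection: Fluo-4 NW calcium-flux fluorescence, kinetic read; read-out basis: B-scored fluorescence response ratio; controls: positive and negative controls per plate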
MrgX1 allo act – positive allosteric modulators of MrgX1, primary screen, HEK293 cells, Fluo-4 calcium flux; B-score at 10 µM; FDSS; active compounds read high; AID 588675, 2011; Mas-related G-protein coupled receptor member X1 (Homo sapiens), Q96LB2; actives 0.63% (n = 310,000);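 active = plate-corrected calcium response at least 3 library SD above typical, normal starting fluorescence, not activating the receptor alone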;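 also: compound read alongside a low EC10 to EC30 dose of BAM8-22 agonist; peak minus trough fluorescence over baseline measured at the second addition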
TRPC6 inhibitor – mouse TRPC6 channel inhibitors, primary screen, cell-based, HEK293, membrane potential dye. Short transient receptor potential channel 6 (Mus musculus), Q61143. B-score at 10 µM. ACh-evoked depolarization; active compounds read low. AID 2553, 2010. actives 1.1% (n = 310,000);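 active = B-score under library mean minus 3 SD, initial fluorescence not abnormally high, positive integrated signal ratio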;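 also: B-score derived from integrated fluorescence ratio over the kinetic read; more negative B-score means stronger inhibition of depolarization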
ANO1 activ – TMEM16A chloride channel activators or potentiators, primary screen, cell-based, HTS | HEK293 TMEM16A/YFP-H148Q/I152L, iodide quench fluorescence; active compounds read low | B-score at 10 µM | actives 0.3% (n = 340,000) | AID 623877, 2012;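 active = fluorescence-ratio B-score plate-corrected deviation score at least 3 library SD below zero, with starting fluorescence score within 5 deviations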;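 also: channel opened by trigger with iodide after compound preincubation; score built on the fluorescence ratio of max minus min over baseline; more negative score means more quench and so TMEM16A activation or potentiation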
TRPC4 PAM – positive allosteric modulators of TRPC4, primary screen, cell-based, mouse TRPC4beta, HEK293 mu-opioid, Fluo-4 calcium; B-score at 10 µM; actives 0.42% (n = 310,000); DAMGO EC20, Fluo-4 Ca2+ flux; active compounds read high; AID 2227, 2009; Short transient receptor potential channel 4 (Mus musculus), Q9QUQ5;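 active = B-score of calcium response area above 5 SD of library B-scores, with initial fluorescence ratio within 5 SD of library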;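 also: B-score of integrated fluorescence ratio over time as area under calcium response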
The depositor's hits bear a star; i = inactive; / = no result given.

SMILES	TRPC6 act	TRPC4 agonist	MrgX1 antagonist	TRPC4 block	RGS4 inh	TMEM16A inh	MrgX1 ag	MrgX1 allo act	TRPC6 inhibitor	ANO1 activ	TRPC4 PAM
CCCCCn1c(SCC(=O)CC(=O)OCC)nc2cc(C(=O)N3CCC(C(N)=O)CC3)ccc2c1=O	i	i	i	i	i	i	i	i	i	i	i
CCCCOc1ccc(CNC(=O)NS(=O)(=O)c2ccc(OCC)cc2)cc1	i	i	i	i	i	i	i	i	i	i	i
CS(=O)(=O)NN1C(=O)c2ccccc2NC1c1cc2ccccc2nc1Cl (stereo not given)	i	i	i	i	i	i	i	i	i	i	i
Cc1nn(CCC(=O)NNC(=S)Nc2ccc(F)cc2)c(C)c1[N+](=O)[O-]	i	i	i	i	i	i	i	i	i	i	i
O=[N+]([O-])c1ccc(NNS(=O)(=O)c2cc(Cl)ccc2Cl)nc1	i	i	i	i	i	i	i	i	i	i	i
CCOCCCNCc1cccc(OC)c1	i	i	i	i	i	i	i	i	i	i	i
CCC1(C)OCC(Cn2c3ccccc3c3ccccc32)O1 (stereo not given)	i	i	i	i	i	i	i	i	i	/	i
CC(=O)Nc1ccc(Cc2ccncc2)cc1	i	i	i	i	i	i	i	i	i	i	i
CC1=C(C(N)=O)C(c2ccc(F)cc2)n2nc(CCCO)nc2N1 (stereo not given)	i	i	i	i	i	i	i	i	i	i	i
Cc1[nH]nc(N=CC2=C(O)CC(C)(C)CC2=O)c1-c1ccccc1	i	i	i	i	i	i	i	i	i	i	i
CCC1=NN(C(=O)C(=O)Nc2ccccc2OC)C(O)(C(F)(F)F)C1 (stereo not given)	i	i	i	i	i	i	i	i	i	i	i
O=S(=O)(c1ccc(F)cc1)N1CCCNCC1	i	i	i	i	i	i	i	i	i	i	i
CC(CC(=O)N(C)C1CCCCC1)S(=O)(=O)c1ccc2c(c1)NC(=O)CO2 (stereo not given)	i	i	i	i	i	i	i	i	i	i	i
CCN1C(=O)[C@@H]2[C@@H](c3ccc(-c4ccc5c(c4)OCO5)c(OC)c3)N3CCCC[C@@]3(C(=O)OC)[C@@H]2C1=O	i	i	i	i	i	i	i	i	i	i	i
Cc1cc(C)nc(NC(=NCCc2c[nH]c3ccccc23)NC(=O)Nc2ccc(Cl)cc2)n1	i	i	i	i	i	i	i	i	i	i	i
C/C(=N\NC(=S)NCCc1ccccc1)c1cccc(Br)c1	i	i	i	i	i	i	i	i	i	i	i
CC(=O)c1ccc(NC(=O)CN2CCC(C(=O)c3ccc4c(c3)OCCO4)CC2)cc1	i	i	i	i	i	i	i	i	i	i	i
COc1ccccc1NS(=O)(=O)c1cccc(C(=O)N/N=C/c2cn(-c3ccccc3)nc2-c2ccccc2)c1	i	i	i	i	i	i	i	i	i	i	i
CCc1ccc(N(CC(=O)Nc2nc3ccc(C)cc3s2)S(=O)(=O)c2c(C)noc2C)cc1	i	i	i	i	i	i	i	i	i	i	i
O=C(NC(=O)N1CCCc2ccccc21)c1ccccc1	i	i	i	i	i	i	i	i	i	i	i
O=C(NCc1cccnc1)c1c(F)c(F)c(F)c(F)c1F	i	i	i	i	i	i	i	i	i	i	i
N#Cc1ccc(C23CC4(C2)[C@H](CN(Cc2ccc(-c5ccccc5)cc2)[C@@H]4c2ccccc2)C3c2ccccc2)cc1 (stereo not given in full)	i	i	i	i	i	i	i	i	i	i	i
Cc1ccc(C)c(OCCCCN2CCCCC2)c1	i	i	i	i	i	i	i	i	i	i	i
CN(C(=O)COC(=O)/C=C/c1ccc(Cl)c(Cl)c1)c1c(N)n(Cc2ccccc2)c(=O)[nH]c1=O	i	i	i	i	i	i	i	i	i	i	i
O=C(NCCSc1ccccn1)c1ccc(Cl)cc1	i	i	i	i	i	i	i	i	i	i	i
Other compounds follow.
SMILES	TRPC6 act	TRPC4 agonist	MrgX1 antagonist	TRPC4 block	RGS4 inh	TMEM16A inh	MrgX1 ag	MrgX1 allo act	TRPC6 inhibitor	ANO1 activ	TRPC4 PAM
COCCCn1c(SCC(N)=O)nnc1-c1ccccc1	i	i	i	/	i	i	i	i	i	i	i
CC(C)SC1=NC(C)(C)C=C(/C=C/c2ccc(Cl)cc2Cl)N1	i	i	i	i	i	i	i	i	i	i	i
CCCCN(C(=O)c1ccc2c(c1)OCO2)C1CCS(=O)(=O)C1 (stereo not given)	i	i	i	i	i	i	i	i	i	i	i
Cc1ccc(O)c(N=Cc2sc3ccccc3c2Cl)c1	i	i	i	i	i	i	i	i	i	i	i
CCOc1ccc(NC(=O)CCC(=O)N/N=C/c2ccc([N+](=O)[O-])s2)cc1	i	i	i	i	i	i	i	i	i	i	i
Cc1c(C(=O)N2CCCCC2)c(S(=O)(=O)NCc2ccccc2Cl)c(C)n1C	i	i	i	i	i	i	i	i	i	i	i
O=C(CN1CCc2ccccc2C1)Nc1ccc(Br)cc1	i	i	i	i	i	i	i	i	i	i	i
COc1ccc(C(=O)N/N=C/c2cccnc2)cc1	i	i	i	i	i	i	i	i	i	i	i
COc1ccc(OCCOC(=O)CCS(=O)(=O)c2ccc(C)cc2)cc1	i	i	i	i	i	i	i	i	i	i	i
CCN(CC)S(=O)(=O)c1ccc2c(c1)c(=O)c(C(=O)NCCc1ccc(OC)c(OC)c1)cn2C	i	i	/	i	i	/	/	/	i	/	i
CCOC(=O)N/N=C/c1cccc(Cl)c1Cl	i	i	i	i	i	i	i	i	i	i	i
Cc1nnsc1C(=O)Nc1cccc(Cl)c1	i	i	i	i	i	i	i	i	i	i	i
Brc1ccc(-c2nnc(-c3ccccc3)o2)o1	i	i	i	i	i	i	i	i	i	i	i
COc1ccccc1C(c1nnnn1CCc1ccccc1)N1CCCCCC1 (stereo not given)	i	i	i	i	i	25*	i	i	i	i	i
CC(=O)Nc1cc(C(=O)N(C)Cc2ccco2)ccc1Sc1ccc(Cl)cc1	i	i	i	i	i	i	i	i	i	i	i
COc1ccc(CCNC(=O)c2sc(=S)n(C)c2N)cc1	i	i	i	i	i	i	i	i	i	i	i
Cc1ccc(S(=O)(=O)n2ccc3c(OCCOCCSCC(NC(=O)OC(C)(C)C)C(=O)O)cccc32)cc1 (stereo not given)	i	i	i	i	i	i	i	i	i	i	i
O=c1c(-c2ccccc2)n[nH]c2ccccc12	i	i	i	i	i	i	i	i	i	i	i
CC(Nc1ccc(F)cc1F)C(=O)NC(=O)NC1CCCCC1 (stereo not given)	i	i	i	i	i	i	i	i	i	i	i
CCOC(=O)c1sc(=NC(=O)c2ccco2)n(C)c1C	i	i	i	i	i	i	i	i	i	i	i
CC(=O)c1ccc(S(=O)(=O)N2CCN(c3nc4c(C)c(C)ccc4cc3C#N)CC2)cc1	i	i	i	i	i	i	i	i	i	i	i
Cc1cccc(C(=O)Nc2scc(CC(C)C)c2C(=O)O)c1	i	i	i	i	i	i	i	i	i	i	i
COC(=O)c1cccc(NC(=O)CN2CCc3ccccc3C2)c1	i	i	i	i	i	i	i	i	i	i	i
CN1/C(=C\P(=O)(N(C)C)N(C)C)C(C)(C)c2ccccc21	i	i	i	i	i	i	i	i	i	i	i
O=C(COc1ccccc1)N1CCN(c2ccccc2)CC1	i	i	i	i	i	i	i	i	i	i	i
The list goes on:
SMILES	TRPC6 act	TRPC4 agonist	MrgX1 antagonist	TRPC4 block	RGS4 inh	TMEM16A inh	MrgX1 ag	MrgX1 allo act	TRPC6 inhibitor	ANO1 activ	TRPC4 PAM
COC(=O)/C(=C\Nc1cccc(Cl)c1C)c1ncc(C(F)(F)F)cc1Cl	i	i	i	i	i	i	i	i	i	i	i
CC1CCCCC1NC(=O)CCCn1c(=S)[nH]c2ccccc2c1=O (stereo not given)	i	i	i	i	i	i	i	i	i	i	i
S=C1NC2(CCCCC2)Nc2ccccc21	i	i	i	i	i	i	i	i	i	i	i
O=C(NCCCN1CCCC1=O)c1ccccc1NS(=O)(=O)c1ccc(Br)cc1	i	i	i	i	i	i	i	i	i	i	i
Nc1c(C(=O)NCC2CCCO2)c2nc3ccccc3nc2n1-c1ccccc1 (stereo not given)	i	i	i	i	i	i	i	i	i	i	i
O=C(O)COc1ccccc1/C=N/NC(=O)CSc1nc2ccccc2s1	i	i	i	i	i	i	i	i	i	i	i
CSC1=NCCN1C(=O)c1ccco1	i	i	i	i	i	i	i	i	i	i	i
CN(CC(=O)Nc1ccc(N2CCOCC2)cc1)C(=O)CSc1ccc(Br)cc1	i	i	i	i	i	i	i	i	i	i	i
Cc1ccc(N2CC(C(=O)Nc3ccc(S(=O)(=O)Nc4nccs4)cc3)CC2=O)cc1C (stereo not given)	i	i	i	i	i	i	i	i	i	i	i
O=C(NC1CCCCC1)C(c1ccc(F)cc1)N(Cc1ccco1)C(=O)c1ccccn1 (stereo not given)	i	i	i	i	i	i	i	i	i	i	i
Cc1ccc(CSCC(=O)NCCc2ccccc2)cc1	i	i	i	i	i	i	i	i	i	i	i
O=CN1CCN(C(=O)c2cccc([N+](=O)[O-])c2)CC1	i	i	i	i	i	i	i	i	i	i	i
COc1ccc(S(=O)(=O)N2CCN(C(=O)c3cccc(Cl)c3)CC2)cc1	i	i	i	i	i	i	i	i	-5.6*	i	i
Cn1nnc(C(O)CN2CCOCC2)n1 (stereo not given)	i	i	i	i	i	i	i	i	i	i	i
CCN(c1ccc(C)cc1C)S(=O)(=O)c1nnc(NC(=O)c2ccco2)s1	i	i	i	i	i	i	i	i	i	i	i
